Screening results deposited in PubChem BioAssay by National Center for Advancing Translational Sciences (NCATS).
RXFP1 ag – RXFP1 (human) receptor agonism; Q9HBX9; HEK293T-RXFP1 cAMP TR-FRET, 30 min; response scale: percent of porcine relaxin response, buffer zero; Potency, µM (doses to about 57.5 µM), for the others: at the top dose activation, hits mostly activators; actives 0.3% (n = 370,000); further: potency means the concentration at half of the fitted maximal effect; on the % scale 0 is the no-effect control and ±100 the full control effect; nearly all actives have a fitted effect of over 60% in size; many of its hits are not listed in these tables
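HEK293T cells stably expressing RXFP1 were pretreated with the PDE4 inhibitor Ro 20174, exposed to compounds for 30 min at 37C, lysed, and cAMP was read by TR-FRET. Data normalized to buffer (basal) and 29 nM porcine relaxin (100%).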
LDHA block – blocks human lactate dehydrogenase A; P00338; purified LDHA, NADH/diaphorase-resazurin fluorescence; hits give low values; activity change, % (values are at about 110 or 230 µM); actives 0.15% (n = 480,000); in the data active means activity change below about -30%; inconclusive means mostly about -25% to -30%;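 further: plate controls were DMSO wells for no effect and wells without enzyme for full effect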
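Remaining NADH was detected by diaphorase (0.133 mg/mL) converting 37 µM resazurin to fluorescent resorufin, read at 0 and 20 minutes. The preceding 5-minute room-temperature reaction used 2 nM LDHA, 0.2 mM sodium pyruvate and 0.06 mM NADH at pH 7.4.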
D1 agonist – human D1 receptor agonism; P21728; HEK293 T-REx D1 cells, calcium flux, agonist mode; activation, % at 2 µM; actives 1% (n = 360,000); AID 504660; in the data active means activation above about 30%; further: 0% is about no effect
Target sequence (P21728 whole entry, looked up): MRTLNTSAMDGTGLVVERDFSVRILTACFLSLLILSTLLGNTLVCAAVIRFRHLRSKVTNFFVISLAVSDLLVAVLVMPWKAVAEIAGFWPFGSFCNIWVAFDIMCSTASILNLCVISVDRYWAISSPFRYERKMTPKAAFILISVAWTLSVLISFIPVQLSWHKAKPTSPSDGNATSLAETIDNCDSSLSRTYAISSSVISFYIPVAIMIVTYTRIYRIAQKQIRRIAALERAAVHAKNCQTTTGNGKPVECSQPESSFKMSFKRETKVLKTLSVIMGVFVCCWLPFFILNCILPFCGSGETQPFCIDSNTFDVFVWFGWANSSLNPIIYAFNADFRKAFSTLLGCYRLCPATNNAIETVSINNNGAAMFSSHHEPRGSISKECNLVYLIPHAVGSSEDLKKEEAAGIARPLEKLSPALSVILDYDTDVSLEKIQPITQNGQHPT
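Agonism was scored from calcium flux recorded over 180 s (1 read/s) after pintool compound addition, following a 10-cycle baseline. Cells were inducible force-coupled HEK293 TREx D1, plated overnight at 30 C and loaded with no-wash calcium dye.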
D1 antagonist – antagonists of human D1 dopamine receptor; P21728; HEK293 TREx D1 cells, calcium flux, dopamine EC80; hits give low values; activity change, negative = inhibition, % at 10 µM; actives 3.2% (n = 360,000); AID 504652; in the data active means activity change below about -30%; further: on the % scale 0 is the no-effect control and ±100 the full control effect
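Antagonism measured as reduced calcium response to an EC80 dopamine addition following 180 s compound pre-read; cells were inducible HEK293 Trex D1 plated overnight at 30 C, read kinetically at 1 cycle/sec.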
GRP78 ERSR act – induces the endoplasmic reticulum stress response in human glioma cells | AID 602332 | Potency, µM, inactives show at the highest dose activation, hits mostly activators | actives 0.02% (n = 420,000) | U87-MG GRP78 promoter luciferase reporter, 16 h; further: potency means the concentration at half of the fitted maximal effect; series mostly up to about 76 µM; % of control where 0% means no effect; nearly all actives have a fitted effect of over 35% in size
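ERSR induction read as luciferase luminescence (Bright-Glo, 10 min at room temperature) in stably transfected human U87-MG glioma cells exposed to compounds for 16 h, using GRP78 as sensor.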
Vif-A3F inh – blocks the Vif interaction with APOBEC3F | HeLa A3F-eYFP + Vif (tagged APOBEC3F with the HIV-1 protein that degrades it), YFP fluorescence increase | actives 0.2% (n = 390,000) | Potency, µM (doses to about 46.1 µM), without a hit: at the top dose activity, negative = active; further: potency means the concentration at half of the fitted maximal effect; % of control where 0% means no effect; nearly all actives have a fitted effect of over 65% in size
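HeLa cells stably expressing A3F-eYFP plus Vif, plated and incubated overnight at 37 deg C, then exposed to compounds overnight at 37 deg C. Blocked degradation read as raised yellow fluorescence (Ex 488/Em 500-530).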
Vif-APOBEC3G blk – inhibitors of Vif-APOBEC3G interaction. Q9HC16. HeLa A3G-eYFP + Vif (tagged APOBEC3G with the HIV-1 protein that degrades it), YFP fluorescence, overnight. Potency, µM (series often up to 46.1 µM), for the others: at the top dose activity, negative = active, most hits filed as inhibitors. actives 0.076% (n = 410,000). AID 602310;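 further: potency means the concentration at half of the fitted maximal effect; on the % scale 0 is the no-effect control and ±100 the full control effect; nearly all actives have a fitted effect of over 60% in size; hits raise eYFP signal because A3G escapes Vif-driven loss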
Target sequence (Q9HC16 whole entry, looked up): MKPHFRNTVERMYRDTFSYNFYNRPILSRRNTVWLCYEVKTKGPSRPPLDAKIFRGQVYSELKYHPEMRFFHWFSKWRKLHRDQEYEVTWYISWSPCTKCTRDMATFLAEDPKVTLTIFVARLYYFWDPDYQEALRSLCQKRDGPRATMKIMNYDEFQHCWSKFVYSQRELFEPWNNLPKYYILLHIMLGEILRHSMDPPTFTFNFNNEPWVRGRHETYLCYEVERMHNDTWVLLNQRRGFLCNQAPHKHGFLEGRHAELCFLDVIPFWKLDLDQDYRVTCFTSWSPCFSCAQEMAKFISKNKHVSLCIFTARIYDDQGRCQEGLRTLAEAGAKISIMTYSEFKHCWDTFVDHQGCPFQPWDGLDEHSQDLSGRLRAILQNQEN
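Read-out is eYFP fluorescence (Ex 488/Em 500-530) from Vif-expressing HeLa A3G-eYFP cells; more signal means A3G escaped Vif-mediated degradation. Cells plated overnight, compound pinned in, incubated overnight at 37 deg C.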
D2 potentiator – positive allosteric modulators of human D2 dopamine receptor | actives 0.34% (n = 340,000) | potentiation, % at 10 µM | HEK293 T-REx D2, calcium flux, EC20 dopamine potentiation;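 active means potentiation over 3 SD above the plate norm, cut at about 30% in these data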; further: 0% is about no effect
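Using a no-wash calcium dye in inducible, force-coupled HEK293 Trex cells expressing D2, we tracked fluorescence each second for 180 s after compound, then for 180 s after EC20 dopamine to detect augmented signalling.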
D1 PAM – human D1 dopamine receptor positive modulation; HEK293 TREx D1 cells, calcium flux, dopamine EC20 potentiation; actives 0.036% (n = 360,000); AID 504651; potentiation, % at 10 µM; in the data active means potentiation above about 30%; further: 0% is about no effect
* = called active by the depositor; ? = inconclusive; · = not tested or not shown; & = joins results of further samples. Unless noted, the call rests on the fitted dose curve; in most records, active means well fitted curve in the direction sought with a large enough effect; inconclusive means small, poorly fitted or top-dose-only effect, or another doubt; inactive means no such curve, though single readings can be large; an effect the other way counts as inactive or inconclusive.

SMILES	RXFP1 ag	LDHA block	D1 agonist	D1 antagonist	GRP78 ERSR act	Vif-A3F inh	Vif-APOBEC3G blk	D2 potentiator	D1 PAM
CCOC(=O)c1cc2c(=O)n3ccccc3nc2n(Cc2ccco2)c1=NC(=O)c1ccc(F)cc1	12.9%	0.6	-0.5	-29.5	-1.4%	?	-4.4%	2.7	0.1
Cc1ccc(-c2noc(C(C)NC(=O)c3ccco3)n2)cc1 (centres undefined)	0.0%	-8.1	4.4	-22.5	-1.4%	6.1%	2.8%	-7.4	-2.3
NS(=O)(=O)c1ccc(CCNC(=O)CSc2ccc(Cl)cc2Cl)cc1	-2.6%	-7.1	3.7	-13.5	-1.6%	7.3%	-7.6%	27.1	-2.2
O=C(CCC1N=C2c3ccccc3N=C(SCc3ccccc3F)N2C1=O)NCc1ccc(F)cc1 (centres undefined)	5.2%	-2.9	1.7	23.5	-0.1%	-2.7%	-3.6%	-11.6	-0.3
O=C(COc1ccc([N+](=O)[O-])cc1Cl)N1CCc2ccccc21	·	0.4	·	·	0.3%	-7.3%	-0.3%	·	·
O=C(COc1nncc2ccccc12)Nc1c(F)c(F)c(F)c(F)c1F	9.0%	-6.5	3.1	3.8	-9.1%	-3.1%	0.0%	-2.3	-4.3
O=C(Cc1ccsc1)Nc1ccc2c(c1)OCO2	0.4%	3.1	1.8	9.5	-1.0%	-0.4%	1.2%	-9.2	-7.6
CC(Oc1ccc(F)cc1)C(=O)N1CCC(c2nc3ccccc3s2)CC1 (centres undefined)	0.2%	-6.4	6.0	-14.5	-4.5%	2.2%	-1.4%	·	-0.6
CCOc1ccc(CCNC(=O)c2cccc(S(=O)(=O)N3CC(C)OC(C)C3)c2)cc1OCC (centres undefined)	0.5%	-1.9	0.8	7.3	-2.7%	1.9%	1.8%	15.6	-7.0
Cc1csc(NC(=O)c2cc3c(s2)CCCCC3)n1	-2.5%	-2.3	3.1	1.6	-13.1%	5.0%	-16.0%	2.8	0.4

Reprinted from the part before: six entries, followed by the next part.
SMILES	RXFP1 ag	LDHA block	D1 agonist	D1 antagonist	GRP78 ERSR act	Vif-A3F inh	Vif-APOBEC3G blk	D2 potentiator	D1 PAM
O=C(COc1ccc([N+](=O)[O-])cc1Cl)N1CCc2ccccc21	·	0.4	·	·	0.3%	-7.3%	-0.3%	·	·
O=C(COc1nncc2ccccc12)Nc1c(F)c(F)c(F)c(F)c1F	9.0%	-6.5	3.1	3.8	-9.1%	-3.1%	0.0%	-2.3	-4.3
O=C(Cc1ccsc1)Nc1ccc2c(c1)OCO2	0.4%	3.1	1.8	9.5	-1.0%	-0.4%	1.2%	-9.2	-7.6
CC(Oc1ccc(F)cc1)C(=O)N1CCC(c2nc3ccccc3s2)CC1 (centres undefined)	0.2%	-6.4	6.0	-14.5	-4.5%	2.2%	-1.4%	·	-0.6
CCOc1ccc(CCNC(=O)c2cccc(S(=O)(=O)N3CC(C)OC(C)C3)c2)cc1OCC (centres undefined)	0.5%	-1.9	0.8	7.3	-2.7%	1.9%	1.8%	15.6	-7.0
Cc1csc(NC(=O)c2cc3c(s2)CCCCC3)n1	-2.5%	-2.3	3.1	1.6	-13.1%	5.0%	-16.0%	2.8	0.4
O=C(NCCc1ccccc1)c1ccc(CS(=O)(=O)Cc2ccccc2Cl)o1	3.1%	-1.5	-3.4	-29.2	0.0%	1.4%	1.1%	15.9	0.1
CCOC(=O)c1oc2nc(C(C)C)c3c(c2c1N)CC(C)(C)OC3	7.3%	-1.9	0.0	7.2	17.9%	7.9%	0.0%	-2.1	6.0
COc1ccc2c(c1)CC(C1(O)C(=O)Nc3ccccc31)C2=O (centres undefined)	1.3%	-7.9	0.0	-0.9	1.7%	-5.2%	-0.1%	-1.0	-4.9
CCOc1ccccc1Nc1nc2ccccc2[nH]1	0.2%	-11.6	0.9	-17.3	-2.0%	-4.0%	-1.5%	-13.1	-3.7
CC(C)c1ccc(N(CC(=O)NCc2ccc(F)cc2)C(=O)c2csnn2)cc1	0.7%	-5.6	0.7	-10.0	0.7%	4.1%	-18.8%	10.2	0.1
CCOC(=O)c1c(C)n(-c2ccc(C)cc2)c2ccc(OCC(O)CN3CCN(C)CC3)cc12 (centres undefined)	0.1%	-0.6	7.1	-25.4	-2.7%	12.1%	-0.7%	1.1	-2.8
COc1ccc(S(=O)(=O)NCC2CCC(C(=O)NCC(OC)OC)CC2)cc1 (centres undefined)	0.3%	-0.5	0.0	8.3	-1.2%	2.8%	-2.2%	·	-3.8
COc1ccc(NS(=O)(=O)c2cc(NC(=O)COc3ccccc3F)ccc2OC)cc1	-1.5%	-6.3	2.4	-3.2	-3.1%	5.4%	0.1%	-5.5	-9.2
O=C(NC1(C(F)(F)F)NC(=O)N(c2ccc(F)cc2)C1=O)c1cccs1 (centres undefined)	-2.2%	-0.1	2.4	-4.5	-4.1%	3.7%	0.9%	-1.4	-3.3
O=S(=O)(c1ccc(F)cc1)N1CCN(CC(O)COCc2cccs2)CC1 (centres undefined)	1.4%	-14.5	1.5	-7.7	-6.1%	5.9%	1.6%	4.6	8.4
O=C(c1ccccc1)n1ccc(-c2cccs2)n1	-0.7%	-7.6	1.4	0.6	1.5%	?	-1.1%	0.7	0.1
COc1ccc(NC(=O)CSc2nc3nc(C)cc(C)n3n2)cc1	11.1%&19.0%	1.0&-5.1	3.4&7.4	0.7&-11.3	-5.6%&-2.8%	4.5%&6.6%	-0.3%&3.8%	10.3&1.3	-7.6&1.0
Cn1nc(-c2ccc(C(=O)N3CCN(Cc4ccccc4)CC3)cc2)c2ccccc2c1=O	1.0%	0.0	-0.2	-5.4	-1.0%	-5.1%	-5.9%	-6.1	-3.2
O=C(c1ccccc1Cl)N(Cc1ccco1)Cc1ccco1	4.2%	0.3	4.1	-14.0	-2.6%	1.2%	-0.3%	4.6	-3.3
O=C(c1ccc(-c2ccc([N+](=O)[O-])cc2)o1)N1CCCC(C(F)(F)F)C1 (centres undefined)	4.7%	3.0	0.4	-6.1	2.1%	6.3%	-6.9%	10.9	-1.1
O=C(NCC(=O)N1CCN(c2ccccc2O)CC1)c1ccccc1	-4.3%	9.5	20.2	14.2	-2.1%	13.6%	-0.4%	8.0	·
Cc1cc2oc3c(c(=O)c2cc1C)C(c1ccc(C(C)C)cc1)N(CCCN1CCOCC1)C3=O (centres undefined)	-0.3%	-1.1	1.3	-1.3	2.9%	-0.7%	0.8%	7.6	4.0
Cn1c(SCC(=O)N2CCOCC2)nnc1-c1cccc(NC(=O)c2ccccc2)c1	-1.1%	-12.8	5.5	-2.5	-1.2%	-0.7%	-1.4%	9.4	0.6
CC(C)C(c1nnnn1CCc1ccccc1)N1CCN(C(=O)c2ccco2)CC1 (centres undefined)	2.0%	-1.8	0.9	-25.5	-6.1%	1.2%	-5.7%	-6.6	-9.9
O=C(Nc1cc(C(=O)N2CCOCC2)ccc1N1CCCC1)c1cccs1	-0.5%	-6.5	-1.7	9.6	-5.3%	-8.1%	0.3%	2.6	-1.5
CCC(C)C(=O)Nc1cccc(SC)c1 (centres undefined)	4.0%	·	1.3	-17.6	·	·	·	0.9	-4.0
CCOC(=O)C1(C)C=C(Nc2ccc(OCC)cc2)C(=O)N1c1ccccc1 (centres undefined)	0.1%	1.9	1.3	-11.0	1.5%	-4.5%	0.0%	-22.1	0.0
O=C(NCCc1ccccc1)c1ccc2c(c1)N(Cc1ccc(Cl)cc1)C(=O)c1ccccc1S2(=O)=O	0.7%	-1.6	10.2	2.4	-1.0%	-3.4%	-0.5%	-3.8	-1.1
COc1ccc(-n2c(SC(C)C(=O)Nc3ccc(NC(C)=O)cc3)nc3ccccc3c2=O)cc1OC (centres undefined)	1.0%	7.0	2.6	-1.3	0.4%	-1.7%	-8.3%	1.0	-3.0
Cc1nn(CC(=O)c2ccc(Cl)cc2Cl)c(C)[n+]1N	-0.9%	0.6	2.1	13.5	-2.5%	6.1%	0.4%	·	9.0
CCN(CC)C(=O)Cn1c(=O)n(CCCCCC(=O)NCc2ccc3c(c2)OCO3)c(=O)c2sccc21	?	-10.5	-2.5	-3.3	-4.1%	-0.4%	4.3%	5.4	0.1
CN(CC(=O)Nc1ccc(Cl)c(C(F)(F)F)c1)C(=O)C1CC(=O)N(Cc2ccco2)C1 (centres undefined)	2.2%	1.6	7.8	-11.7	-0.7%	2.3%	-4.2%	2.3	-7.7
O=[N+]([O-])c1cc([N+](=O)[O-])c(Oc2cccnc2Br)cc1NN1CCCCC1	3.7%	-1.7	0.7	4.1	?	-7.0%	0.0%	-3.5	4.8
Cc1c(C(=O)NN)[nH]c2ccc([N+](=O)[O-])cc12	1.6%	-9.7	6.8	-1.0	-2.6%	5.8%	?	8.2	-7.8
O=S(=O)(c1cccc(NC(=S)Nc2ccc(Br)cc2Cl)c1)N1CCOCC1	6.6%	-0.9	2.8	-4.2	-4.3%	·	-0.6%	8.9	-3.0
CCOC(=O)/C(C#N)=C/c1cc2ccccc2nc1N1CCCCC1	14.1µM*	4.0	5.9	12.7	3.6%	-12.4%	0.8%	7.0	5.2
CCS(=O)(=O)N1CCC(C(=O)NCc2ccc(OC)cc2OC)CC1	-0.5%	-19.0	-0.6	10.6	0.4%	0.1%	-1.1%	5.5	-1.9
Cc1c(C(=O)O)[nH]c2c1C(=O)CC(c1ccccc1)C2 (centres undefined)	-1.4%	7.5	3.0	-23.7	-4.0%	13.3%	-1.0%	3.8	10.9
COc1ccc(C2=NOC3(CC(=O)N(c4ccc(F)cc4)C3=O)C2)cc1 (centres undefined)	0.4%	-2.4	4.1	2.5	2.4%	-10.4%	-4.7%	2.3	-0.6
CC1CC(C)CN(C(=O)COC(=O)c2cccc(S(=O)(=O)N(C)c3ccccc3)c2)C1 (centres undefined)	-0.3%	-1.3	8.4	14.7	-1.8%	3.8%	-0.2%	2.8	-3.0

This is a subset; rates above refer to the full screens.
